Compound activity: PubChem BioAssay, National Center for Advancing Translational Sciences (NCATS)
LmPK inhibitor – blocks Leishmania mexicana pyruvate kinase activity; Potency, µM (titrated, usually from 57.5 µM), for inactives: top-dose activity change, negative = inhibition, hits mostly inhibitors; purified LmPK, Kinase-Glo ATP luminescence, 1 h; Q27686; 290,000 tested, 0.37% active; further: potency means the concentration at half of the fitted maximal effect; on the % scale 0 is the no-effect control and ±100 the full control effect
Target sequence (Q27686 whole entry, looked up): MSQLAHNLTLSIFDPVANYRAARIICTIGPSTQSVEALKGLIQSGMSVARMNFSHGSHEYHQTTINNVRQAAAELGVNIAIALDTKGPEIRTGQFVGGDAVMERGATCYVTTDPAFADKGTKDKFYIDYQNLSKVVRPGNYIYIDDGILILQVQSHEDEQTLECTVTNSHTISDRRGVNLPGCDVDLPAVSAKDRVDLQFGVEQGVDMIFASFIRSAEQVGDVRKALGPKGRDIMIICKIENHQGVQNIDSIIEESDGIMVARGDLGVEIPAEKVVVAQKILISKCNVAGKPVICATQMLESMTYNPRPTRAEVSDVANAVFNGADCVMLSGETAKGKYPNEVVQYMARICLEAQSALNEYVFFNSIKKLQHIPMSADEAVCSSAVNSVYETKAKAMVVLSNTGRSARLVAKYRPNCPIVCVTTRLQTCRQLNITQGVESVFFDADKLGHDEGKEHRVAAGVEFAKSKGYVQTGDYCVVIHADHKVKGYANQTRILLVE
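ATP generated from ADP (0.1 mM) and PEP (0.5 mM) by 0.1 nM LmPK over 1 h at room temperature (pH 7.2 imidazole buffer) was detected by coupled luciferase luminescence. Values were normalized to uninhibited and no-enzyme wells.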
Pf growth 96h – P. falciparum growth inhibition at 96 hour, primary screen for plastid delayed-death inhibitors; P. falciparum luciferase reporter growth, 96 h; Potency, µM (titrated, usually from 28.7 µM), without a hit: at the highest dose activity change, negative = inhibition, usual class: inhibitors; 320,000 tested, 6.9% active; AID 504834; further: potency means the concentration at half of the fitted maximal effect; on the % scale 0 is the no-effect control and ±100 the full control effect
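Parasite growth measured via integrated firefly luciferase reporter in P. falciparum. Infected erythrocytes at 2% hematocrit, 0.05% parasitemia final were treated 96 hours at 37 C under 5% CO2, and luminescence was read.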
Tb PYK inh – blocks Trypanosoma brucei pyruvate kinase | TbPYK enzyme, Kinase-Glo Plus ATP luminescence, 45 min | Potency, µM (top dose mostly 76.8 µM), for inactives: at the highest dose activity, negative = inhibition, most hits filed as inhibitors | 410,000 tested, 0.12% active; further: potency means the concentration at half of the fitted maximal effect; on the % scale 0 is the no-effect control and ±100 the full control effect; nearly all actives have a fitted effect of over 50% in size
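Luminescent Kinase-Glo Plus end-point after 45 min room-temperature reaction of T. brucei pyruvate kinase started with 130 uM ADP (final). Buffer TEA 50 mM pH 7.2 with KCl, MgCl2, BSA, Tween-20; titration-based qHTS with fitted concentration-effect curves.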
Shiga inhibitor – inhibitors of Shiga toxin in Vero cells. 290,000 tested, 9.2% active. inhibition, % at 38.7 µM. Vero cells, Shiga toxin protein synthesis inhibition reporter; in the data active means inhibition mostly above about 28%, no sharp cut-off; inactive means mostly below about 43%; further: 0% is about no effect
HCV inhibitor – HCV inhibition; Potency, µM (titrated, usually from 41.8 µM), inactives show at the highest dose activity change, negative = inhibition, actives largely listed as inhibitors; AID 651820; Huh7.5.1 HCVcc-Cre infection, luciferase reporter, 44 h; 340,000 tested, 3.4% active; further: potency means the concentration at half of the fitted maximal effect; on the % scale 0 is the no-effect control and ±100 the full control effect
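Antiviral activity was scored by luciferase reporter output from cells infected with HCVcc-Cre (~0.5 moi) in presence of compound, 44 h infection period, cells seeded 1,000/well 4 h prior.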
Cycloheximide cs – counter-screen for Shiga toxin inhibitors: cycloheximide protein synthesis inhibition | cell reporter, cycloheximide protein synthesis inhibition counterscreen | max response, % | 300,000 tested, 12% active; in the data active means max response mostly above about 13%, no sharp cut-off; inactive means mostly below about 14%; further: read at 38.3 µM for the half of the compounds with a filed dose; 0% is about no effect
Pf growth 48h – P. falciparum growth inhibition at 48 hours (one generation). Potency, µM (highest dose often 28.7 µM), without a hit: at the top dose activity change, negative = inhibition, usual class: inhibitors. 310,000 tested, 5.9% active. AID 504832. P. falciparum luciferase growth in erythrocytes, 48 h; further: potency means the concentration at half of the fitted maximal effect; on the % scale 0 is the no-effect control and ±100 the full control effect
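In quantitative HTS format, infected erythrocytes bearing luciferase-reporter parasites were treated for a single generation at 37 C. Luminescence after adding detection reagent served as the growth measure.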
Numbers without * were called inactive; ? = inconclusive; . = not tested or not shown; & = joins results of further samples; [ ] = another dose, or the depositor's remark. Unless noted, the call rests on the fitted dose curve; in most records, active means well fitted curve in the direction sought with a large enough effect; inconclusive means small, poorly fitted or top-dose-only effect, or another doubt; inactive means no such curve, though single readings can be large; an effect the other way counts as inactive or inconclusive.

SMILES	LmPK inhibitor	Pf growth 96h	Tb PYK inh	Shiga inhibitor	HCV inhibitor	Cycloheximide cs	Pf growth 48h
COc1ccc(CCNC(=O)/C(C#N)=C/c2ccc(OCC(=O)NCC3CCCO3)cc2)cc1OC (configuration not stated)	-8%	?	1%	-7	1%	-2	-8%
Nc1c(S(=O)(=O)c2ccccc2)c2nc3ccccc3nc2n1Cc1ccco1	-1%	12µM*	-11%	-32	?	-5	?
COc1ccc2cc(C(C)c3nc4ccccc4c(=O)n3N)ccc2c1 (configuration not stated)	2%	1.2µM*	-14%	17	-6%	-6	?
CCc1c(C)nc2ncnn2c1N1CCC(C(=O)N2CCN(c3ccc(F)cc3)CC2)CC1	1%	?	2%	-7	?	18	?
CCOc1ccc(NC(=O)CN2CCN(CC(=O)Nc3ccc4c(c3)OCCO4)CC2)cc1	-4%	5%	2%	-2	8%	2	?
Cc1ccc(S(=O)(=O)N(CC2CO2)c2cc(Cl)ccc2Cl)cc1 (configuration not stated)	2%	26%	2%	-2	-5%	-1	0%
Cc1cccc(CN2C3=NCCCN3c3ccccc32)c1	2%	31%[activator]	6%	-8	-20%	-2	-30%
Cc1ccccc1-c1ncc(CN2CCN(C3CCCC3)C(CCO)C2)cn1 (configuration not stated)	6%	2%	1%	39	4%	7	-4%
O=C1c2ccccc2C(=O)N1CC(O)CN1CCOCC1 (configuration not stated)	2%	11%	0%	-2	10%	-4	9%
Cc1ccc(CNC(=O)COc2cc(O)c3c(c2)OC(C)(C)CC3=O)cc1	6%	?	13%	15	?	9	13%
Cc1cc(Cl)ccc1OCC(=O)N1CCCCC1	-3%	1%	2%	64*	-4%	47*	71%[activator]
NC(=O)c1cc(S(=O)(=O)NCCCc2ccco2)cs1	0%	24%	1%	19	-23%	-2	-27%
CCOc1ccc(-c2nnc3sc(COc4ccccc4)nn23)cc1	-4%	12µM*	-8%	-1	16%	-3	-9%
Cc1nnc(N2CCOCC2)c2ccccc12	4%	48%[activator]	3%	-16	22%	-8	14%
C/C(=N\NC(=S)NC1CCCCC1)c1cccs1	-1%	?	-8%	58*	?	28*	?
CCOc1cc(/C=N\Nc2ccc([N+](=O)[O-])cc2)ccc1OCC(=O)Nc1ccc(C)c(C)c1	3%	1%	-1%	-13	-10%	-1	11%
COCC(C)n1c(C)cc(C(=O)CSc2ncccn2)c1C (configuration not stated)	0%	210%[activator]	-3%	72*	28%	36*	178%[activator]
CC(C)(C)OC(=O)N1CCC(C(=O)O)CC1	-2%	31%[activator]	12%	-11	12%	9	.
CC(Sc1nc(N)cc(=O)[nH]1)C(=O)Nc1nc2c(s1)CCCC2 (configuration not stated)	2%	?	-5%	1	-3%	-4	33%[activator]
C=CC1=C(C(=O)O)N2C(=O)[C@@H](NC(=O)/C(=N\OCC(=O)O)c3csc(N)n3)[C@@H]2SC1	.	-8%[12.8 µM]	1%[33.2 µM]	.	.	.	-12%[12.8 µM]
O=C(CNC(=O)c1ccc(Cl)cc1)OCn1nnc2ccccc2c1=O	.	-8%	1%	.	-1%	.	0%
C=CCn1c(SCC(N)=O)nc2nc3c(cc2c1=O)COC(C)(C)C3	-1%	26%	0%	21	-18%	1	6%
Cc1ccc2c(c1)N(C(=O)CCC(=O)NCCN1CCOCC1)CC(C)O2 (configuration not stated)	-2%	13%	-1%	9	10%	-3	1%
Cc1ccc2nsnc2c1NC(=O)COc1ccccc1F	-2%	?	2%	-2	-7%	-2	-3%
Cc1ccc(CN2CCN(C/C(Cl)=C/c3ccccc3)CC2CCO)o1 (configuration not stated)	-1%	4%	7%	-5	2%	1	-29%

Record cards (already shown).
COc1ccc(CCNC(=O)/C(C#N)=C/c2ccc(OCC(=O)NCC3CCCO3)cc2)cc1OC (configuration not stated) is entered as LmPK inhibitor = -8%; Pf growth 96h = ?; Tb PYK inh = 1%; Shiga inhibitor = -7; HCV inhibitor = 1%; Cycloheximide cs = -2; Pf growth 48h = -8%
CC(C)(C)OC(=O)N1CCC(C(=O)O)CC1 is entered as LmPK inhibitor = -2%; Pf growth 96h = 31%[activator]; Tb PYK inh = 12%; Shiga inhibitor = -11; HCV inhibitor = 12%; Cycloheximide cs = 9; Pf growth 48h = .
Cc1ccccc1-c1ncc(CN2CCN(C3CCCC3)C(CCO)C2)cn1 (configuration not stated) is entered as LmPK inhibitor = 6%; Pf growth 96h = 2%; Tb PYK inh = 1%; Shiga inhibitor = 39; HCV inhibitor = 4%; Cycloheximide cs = 7; Pf growth 48h = -4%

The listing continues.
SMILES	LmPK inhibitor	Pf growth 96h	Tb PYK inh	Shiga inhibitor	HCV inhibitor	Cycloheximide cs	Pf growth 48h
CN(Cc1cccs1)S(=O)(=O)c1ccc(Cl)cc1F	.	-10%	-4%	.	8%	.	?
COC(=O)c1c(C)oc(C)c1S(=O)(=O)N(Cc1ccccc1)C(C)C	5%	-25%	-3%	4	-13%	1	?
CN(C(=O)CCN1C(=O)c2ccccc2C1=O)c1ccccc1	1%	14%	5%	-12	2%	3	3%
Cc1ccc(-n2ncc3c(=O)n(CC(=O)N(C)C)cnc32)cc1C	-1%	?	-3%	29	3%	14*	-3%
O=C1CCCc2c1nc(-c1ccccc1)n2O	-3%	9%	0%	2	8%	-3	16%
O=c1[nH]nc(N/N=C/c2ccccc2OC(F)F)c(=O)[nH]1	0%	0%	0%	-7	6%	-2	22%
Cc1ccc(C(=O)N/C(=C\c2cn(S(=O)(=O)N(C)C)c3ccccc23)C(=O)NCCCN2CCOCC2)cc1	-3%	?	6%	-5	?	1	?
CCOP(=O)(OCC)C(O)c1cc(OC)c(OC)c(OC)c1 (configuration not stated)	4%	39%[activator]	4%	10	12%	-2	-15%
O=c1oc2ccccc2n1CCn1c2ccccc2c2nc3ccccc3nc21	2%	15%	-8%	-5	21%	-1	-8%
C=CCN(CC=C)C(=O)Nc1ccc2nc(C)sc2c1	1%	?	0%	15	6%	15	-2%
CC(C)CCNC(=O)NC(=O)CSc1nnc(-c2ccccc2Br)o1	8%	-4%	1%	-16	?	-3	.
COc1ccc(-c2noc(=O)n2Cc2ccccc2Cl)cc1	5%	-18%	0%	1	10%	-4	-10%
O=C(Nc1ccc(Nc2ccccc2)cc1)c1ccco1	1%	.	-18%	139*	?	49*	?
CCOC(=O)c1cc(C#N)c(SCC(=O)O)[nH]c1=O	0%	13%	5%	-10	6%	-3	?
COc1ccc(-c2nnc3ccc(SCC(N)=O)nn23)cc1OC	-1%	.	-4%	-20	18%	-5	.
Cc1cccc(N2CC(C(=O)Nc3nnc(SCC(=O)Nc4nccs4)s3)CC2=O)c1 (configuration not stated)	3%	-11%	-10%	-12	9%	-3	-12%
CCn1cc(/C=N/O)c(C)n1	1%	.	-1%	-8	2%	-1	-8%
O=C(Nc1ccncc1)Nc1cccc(F)c1	-3%	5%	-1%	67	-6%	29*	?
CNc1nc(-c2ccccc2)[n+](-c2ccc(C)cc2)s1	22µM*	73%[activator]	?	135*	?	30*	28%
N#Cc1c(/N=C\c2ccc(O)c([N+](=O)[O-])c2)sc2c1CCCC2	6%	82%[activator]	3%	45	1%	44*	72%[activator]
COc1ccc(-c2nc(CCl)cs2)cc1	?	107%[activator]	-7%	54*	-4%	45*	47%[activator]
CN(C)C=NC(=O)c1cc(C(=O)c2ccc(Cl)cc2)c[nH]1	-3%	27%	-9%	-15	?	7	48%[activator]
CCCCC(=O)Nc1ccc(NC(=O)c2cnccn2)cn1	-3%	9%	-6%	27	23%	25*	32%[activator]
Cn1c(CN2CCN(C(=O)c3ccccc3)CC2)nc2cc([N+](=O)[O-])ccc21	1%	-3%	2%	46*	?	19*	20%
Cc1ccc2[nH]c3c(=O)n(CCCN4CCN(C)CC4)cnc3c2c1	-1%&1%	0%	-4%	-8&54	7%&3%	11&8	-8%
Further records
SMILES	LmPK inhibitor	Pf growth 96h	Tb PYK inh	Shiga inhibitor	HCV inhibitor	Cycloheximide cs	Pf growth 48h
COc1ccccc1/C=C/C(=O)NCC(=O)N/N=C/c1ccc(C)o1	2%	-18%	4%	35	5%	-4	11%
Cc1nc(NC(=O)c2ccco2)sc1-c1csc(Nc2ccc(Cl)cc2)n1	-6%	9.3µM*	5%	-4	2.5µM*	1	9.3µM*
CC1CCC(NCC(=O)Nc2cccc(S(N)(=O)=O)c2)CC1 (configuration not stated)	-3%	-1%	5%	-15	0%	-5	-21%
CS(=O)(=O)NCCNC(=O)c1cc(OCC(F)(F)F)ccc1OCC(F)(F)F	6%	6%	2%	21	2%	-8	39%[activator]
CN(C)c1ccc(N=Nc2ccccc2C(=O)OCC(=O)N(C)C2CCCCC2)cc1	-1%	?	-17%	29*	12%	27*	-24%
Cc1nc(SCC(=O)CC(=O)OC(C)C)c(C#N)c(C)c1C	2%	-3%	-9%	22	-7%	19	-19%
CCOc1c(C(=O)CC)cc2c(C)cc(=O)oc2c1C	0%	?	-14%	7	?	-3	12µM*
S=C(NCCc1ccccn1)Nc1ccc(Cl)cc1	0%	15%	-8%	48*	-17%	39*	22%

4 entries already listed, sorted by heavy-atom count, high to low.
SMILES	LmPK inhibitor	Pf growth 96h	Tb PYK inh	Shiga inhibitor	HCV inhibitor	Cycloheximide cs	Pf growth 48h
CN(C)c1ccc(N=Nc2ccccc2C(=O)OCC(=O)N(C)C2CCCCC2)cc1	-1%	?	-17%	29*	12%	27*	-24%
Cc1nc(NC(=O)c2ccco2)sc1-c1csc(Nc2ccc(Cl)cc2)n1	-6%	9.3µM*	5%	-4	2.5µM*	1	9.3µM*
COc1ccccc1/C=C/C(=O)NCC(=O)N/N=C/c1ccc(C)o1	2%	-18%	4%	35	5%	-4	11%
S=C(NCCc1ccccn1)Nc1ccc(Cl)cc1	0%	15%	-8%	48*	-17%	39*	22%
